Screening results from PubChem.
POLH inh: inhibitors of human DNA polymerase eta; recombinant Pol eta, fluorescent DNA replication assay; Potency, µM (titrated, usually from 114 µM), for inactives: at the top dose activity change, negative = inhibition, hits mostly inhibitors; actives 1.2% (n = 390,000); note: % is set by controls: 0 for no effect and ±100 for the full control effect
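Fluorescent replication assay: 50 nM final substrate added after a 15 min room-temperature compound preincubation with 10 nM enzyme. Signal taken at 0 min and again at 10 min.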
BAZ2B inh: blocks human BAZ2B | Q9UIF8 | AlphaScreen BAZ2B-H3K14Ac peptide displacement | Potency, µM (series often up to 114 µM), for the others: at the top dose activity change, negative = inhibition, most hits filed as inhibitors | actives 4.4% (n = 360,000); note: % is set by controls: 0 for no effect and ±100 for the full control effect; nearly all actives have a fitted effect of over 60% in size
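BAZ2B 50 nM plus b-H3(5-23)K14Ac 50 nM, PBS pH 7.4/0.01% Tween-20, 30 min RT; compound added (max 110 uM), 30 min RT; streptavidin donor/Ni-chelate acceptor beads 10 ug/mL final, 20 min dark; AlphaScreen read.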
Pol kappa inh: inhibitors of human DNA polymerase kappa. Q9UBT6. purified Pol kappa, fluorescent DNA synthesis assay, 10 min. actives 0.53% (n = 400,000). Potency, µM (doses to about 107 µM), without a hit: top-dose activity, negative = inhibition, actives largely listed as inhibitors; note: % is set by controls: 0 for no effect and ±100 for the full control effect
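Kinetic fluorescence readout at 0 and 10 min followed reaction start with substrate at 50 nM final. Beforehand, enzyme (10 nM Pol kappa) stood 15 min with compound at room temperature; buffer-only wells were negative controls.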
BLM inh: blocks DNA unwinding by human BLM helicase | Potency, µM (highest dose often 56.1 µM), inactives show top-dose activity change, negative = inhibition, most hits filed as inhibitors | actives 0.2% (n = 350,000) | recombinant BLM DNA unwinding, fluorescence dequenching;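 note: plate controls were vehicle for no effect and no enzyme for full effect; nearly all actives have a fitted effect of over 35% in size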
Target sequence (P54132 whole entry, looked up): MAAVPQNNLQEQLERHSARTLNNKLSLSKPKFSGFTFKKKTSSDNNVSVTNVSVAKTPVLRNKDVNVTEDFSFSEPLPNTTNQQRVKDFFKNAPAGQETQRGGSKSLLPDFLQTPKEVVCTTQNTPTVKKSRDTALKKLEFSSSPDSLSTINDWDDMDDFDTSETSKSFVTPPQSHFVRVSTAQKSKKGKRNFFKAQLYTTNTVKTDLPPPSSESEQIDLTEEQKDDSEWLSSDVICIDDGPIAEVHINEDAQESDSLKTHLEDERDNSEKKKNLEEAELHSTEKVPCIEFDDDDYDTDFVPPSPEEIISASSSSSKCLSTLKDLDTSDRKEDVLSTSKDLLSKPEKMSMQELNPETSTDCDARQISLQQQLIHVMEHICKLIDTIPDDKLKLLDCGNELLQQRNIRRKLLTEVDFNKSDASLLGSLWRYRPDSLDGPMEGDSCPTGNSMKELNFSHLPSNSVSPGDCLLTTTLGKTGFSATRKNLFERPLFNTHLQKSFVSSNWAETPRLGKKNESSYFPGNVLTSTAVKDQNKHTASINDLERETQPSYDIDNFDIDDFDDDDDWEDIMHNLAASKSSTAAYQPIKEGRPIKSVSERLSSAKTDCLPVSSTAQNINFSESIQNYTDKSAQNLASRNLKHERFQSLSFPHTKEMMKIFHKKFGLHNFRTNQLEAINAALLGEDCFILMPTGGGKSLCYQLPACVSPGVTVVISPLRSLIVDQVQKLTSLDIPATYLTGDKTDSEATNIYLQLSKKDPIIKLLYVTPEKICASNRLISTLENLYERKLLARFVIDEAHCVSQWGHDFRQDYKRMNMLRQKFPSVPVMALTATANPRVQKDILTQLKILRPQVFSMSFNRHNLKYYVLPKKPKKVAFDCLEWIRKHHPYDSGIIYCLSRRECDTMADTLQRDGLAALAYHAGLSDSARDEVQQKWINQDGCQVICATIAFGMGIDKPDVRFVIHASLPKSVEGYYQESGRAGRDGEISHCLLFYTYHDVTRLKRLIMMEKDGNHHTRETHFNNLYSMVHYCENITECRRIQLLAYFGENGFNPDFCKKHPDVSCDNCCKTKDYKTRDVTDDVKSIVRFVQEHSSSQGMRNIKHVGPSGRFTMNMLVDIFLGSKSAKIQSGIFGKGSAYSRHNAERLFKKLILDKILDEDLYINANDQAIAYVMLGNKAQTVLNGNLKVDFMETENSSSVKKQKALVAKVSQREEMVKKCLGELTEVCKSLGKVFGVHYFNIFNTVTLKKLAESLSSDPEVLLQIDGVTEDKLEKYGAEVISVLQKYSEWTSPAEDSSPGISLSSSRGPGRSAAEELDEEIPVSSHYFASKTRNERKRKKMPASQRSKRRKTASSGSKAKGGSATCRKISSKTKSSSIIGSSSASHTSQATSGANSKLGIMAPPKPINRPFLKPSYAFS
G9a inh: G9a (human) methyltransferase inhibition; Potency, µM (titrated, usually from 102 µM), for inactives: top-dose activity, negative = inhibition, usual class: inhibitors; actives 8.8% (n = 350,000); G9a H3K9 monomethylation, AlphaScreen, 2 h; note: % is set by controls: 0 for no effect and ±100 for the full control effect; nearly all actives have a fitted effect of over 75% in size
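G9a (20 nM) was preincubated 15 min with compound, then reacted 2 h at room temperature with 500 nM biotin-H3K9 peptide and 20 µM SAM. Monomethyl-H3K9 detected by AlphaScreen using anti-H3K9me1 antibody.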
JMJD2A Tudor: JMJD2A Tudor domain (human) inhibition; AID 504339; actives 4.4% (n = 390,000); Potency, µM (top dose mostly 114 µM), inactives show at the top dose activity change, negative = inhibition, usual class: inhibitors; O75164; AlphaScreen JMJD2A-Tudor / H3K4me3 peptide binding; note: % is set by controls: 0 for no effect and ±100 for the full control effect; nearly all actives have a fitted effect of over 50% in size
Pol beta inh: blocks human DNA polymerase beta activity; AID 485314; Pol beta primer extension/strand displacement, fluorescence kinetic; P06746; Potency, µM (titrated, usually from 114 µM), inactives show at the highest dose activity change, negative = inhibition, hits mostly inhibitors; actives 1.3% (n = 340,000); note: % is set by controls: 0 for no effect and ±100 for the full control effect
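Enzyme-only controls used 10 nM Pol beta; buffer lacking enzyme served as negative control. Compound preincubated 15 min, then 50 nM substrate added; 0 and 10 min reads at room temperature.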
POLI inh: DNA polymerase iota (human) inhibition; Q9UNA4; Pol iota fluorescent replication assay, 10 min; Potency, µM (titrated, usually from 115 µM), for inactives: at the highest dose activity, negative = inhibition, most hits filed as inhibitors; actives 1% (n = 390,000); AID 588590
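Pol iota at 10 nM preincubated 15 min with compounds at room temperature; reaction started with fluorescent substrate, 50 nM final. Fluorescence read kinetically at 0 and 10 min; buffer-only wells as negative control.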
APE1 inh: APE1 (human) endonuclease inhibition; P27695; recombinant APE1, TAMRA/BHQ-2 abasic DNA cleavage fluorescence; Potency, µM (doses to about 65.8 µM), inactives show top-dose activity change, negative = inhibition, most hits filed as inhibitors; actives 0.35% (n = 350,000);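 note: plate controls were vehicle for no effect and reference inhibitor for full effect; nearly all actives have a fitted effect of over 55% in size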
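Step 1: APE1 (0.75 nM) with compound, 15 min RT. Step 2: add 50 nM fluorophore/quencher THF duplex. Step 3: three fluorescence reads 60 s apart (525/598 nm); read 3 minus read 1 = reaction progress.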
* marks the source's active call; other numbers are inactive results; ? = inconclusive; · = no result given; & = joins results of further samples; [ ] = dose if it differs, or a comment. Calls come from the whole dose curve; as a rule, active = well fitted curve in the direction sought with a large enough effect; inconclusive = small, poorly fitted or top-dose-only effect, or another doubt; inactive = no such curve, though single readings can be large; an effect the other way counts as inactive or inconclusive. Potency is the fitted concentration of half-maximal effect. Only part of the results is shown; count on the stated rates, not on these rows.

Fields – POLH inh	BAZ2B inh	Pol kappa inh	BLM inh	G9a inh	JMJD2A Tudor	Pol beta inh	POLI inh	APE1 inh
> NS(=O)(=O)c1ccc(NC(=O)Nc2cccc(Cl)c2)cc1
→ -18%	-22%	2%	-4%	·	-8%	13%	41%[activator]	2%
> CN1CCN(C(=O)CCN2C(=O)/C(=C/c3cccc(Br)c3)SC2=S)CC1
→ -7%	-38%	-8%	1%	25µM*	-21%	13%	?	29%
> Cc1cc(S(=O)(=O)N2CCN(Cc3ccccc3)CC2)c(C)s1
→ ?	-3%	-18%	-1%	?	15%	10%	-8%	-5%
> O=C(CSc1nc(C2CCCCC2)nc2ccccc12)NCc1ccc2c(c1)OCO2
→ 3%	13%	6%	2%	13%	-1%	12%	-8%	11%
> Cc1ccc(OCCCC(=O)N2CCOCC2)c(C)c1
→ -13%	-3%	-8%	1%	?	7%	25%	0%	0%
> Cc1ccc(NCc2cccn2-c2nnc(N3CCC(C(=O)NCCC(C)C)CC3)s2)cc1
→ ·	-28%	9%	-4%	-2%[59 µM]	-11%	1%	-6%	·
> CCc1nnc(SCc2nc(-c3cccc(Cl)c3)oc2C)c2cc3sc(C)cc3n12
→ -12%	-7%	?	-6%	-27%[59 µM]	-7%	2%	-1%	·
> CCOC(=O)c1c(C)oc2ccc(OS(C)(=O)=O)cc12
→ 2%	-14%	-4%	-1%	23%	-4%	-2%	9%	5%
> CCSc1nnc(N2C(=O)CC(c3ccsc3)C3=C2CC(C)(C)CC3=O)s1 (stereo not given)
→ -17%	-7%	-2%	-6%	?	-33%	1%	19%	9%
> CC(=O)N(CCc1ccccc1)Cc1cc2cc(C)ccc2[nH]c1=O
→ -9%	2%	0%	2%	·	-5%	26%	-5%	2%
> O=C(NCc1ccccc1Cl)c1cnccc1C(F)(F)F
→ -17%	2%	-3%	-4%	22%	13%	-4%	1%[58.9 µM]	-3%
> COc1ccc(-c2cc(=O)oc3c(C)c(O)ccc23)cc1
→ ?	-2%	-17%	-12%	-3%	-14%	?	-28%	15%
> CC(C)=C1C(=O)NN(c2ccc(C)c(Cl)c2)C1=O
→ -7%	?	?	-5%	8.9µM*	-28%	?	79µM*	-1%
> Cc1ccccc1-c1nc(CS(=O)(=O)CC(=O)N2CCN(C)CC2)c(C)o1
→ -4%	-10%	-3%	-1%	-41%	-18%	30%	4%	12%
> COc1ccc(Cl)cc1NS(=O)(=O)c1cc(Br)cnc1N
→ -2%	-11%	-13%	-4%	·	-19%	14%	6%	-15%
> CC(=O)Nc1ccc(S(=O)(=O)Nc2nc3nc(-c4ccccc4)cc(-c4ccccc4)n3n2)cc1
→ -4%	-5%	79µM*	1%	27%[0.501 µM]	14%	32%	?	-9%
> CCC(=O)Nc1cccc(NC(=O)CSc2nnnn2C2CCCC2)c1
→ -10%	40%[activator]	-2%	-6%	1%	-6%	2%	4%	3%
> O=[N+]([O-])c1cccc(CSc2cccc[n+]2[O-])c1
→ -25%	-15%	5%	-2%	-2%	0%	58%	38%[activator]	1%
> CCOC(=O)c1cc(-c2ccc(OC)cc2)n(CCC(=O)NCc2ccc(OC)cc2)c1C
→ -5%	2%	-5%[60.1 µM]	1%	-36%[59 µM]	3%	-5%	0%	·
> C/C(=N\NC(=O)COc1ccc(C#N)cc1)c1ccc(N2CCOCC2)cc1
→ -23%	-22%	-21%	-5%	-31%[59 µM]	-8%	-26%	34%[activator]	2%
> O=C1CN(C(=O)CC2C(=O)NCCN2Cc2ccccc2C(F)(F)F)CCN1 (stereo not given)
→ -9%	-13%	-7%	0%	-2%	-14%	15%	31%[activator]	10%
> Cc1[nH]c(=O)[nH]c(=O)c1S(=O)(=O)N1CCCC(C(=O)N2CCN(c3cccc(C(F)(F)F)c3)CC2)C1 (stereo not given)
→ -17%	-9%	-6%	-3%	4%	-9%	7%	23%	5%
> CCOC(=O)/C(=C/c1c2ccccc2cc2ccccc12)NC(=O)c1ccccc1
→ ?	-23%	-3%	-10%	28%[0.501 µM]	2%	-1%	?	-5%
> COc1ccc2nc3oc(C(=O)Nc4ccc(OC)c(OC)c4)cc3cc2c1
→ -6%	5%	2%	-2%	5%[59 µM]	-14%	8%	8%	4%
> CCOc1ccc(C(=O)c2ccncc2)cc1
→ -11%	3%	-2%	-1%	2%[12.7 µM]	-5%	-21%	27%	4%
> Fc1ccc(-c2nnc(N3CCOCC3)c3ccccc23)cc1F
→ -2%	-1%	-3%	-4%	2%	-17%	1%	18%	6%
> Cc1nn(C)c(C)c1NC(=O)CC12CC3CC(CC(C3)C1)C2
→ -19%	-16%	-3%	3%	5%	-9%	24%	18%	-5%
> CCc1ccccc1NC(=O)C1CCCN(S(=O)(=O)c2ccc3c(c2)CC(C)N3C(C)=O)C1 (stereo not given)
→ -9%	?	-6%	-10%	?	-22%	21%	-19%	49%[activator]
> NC(=O)c1ccc(NC(=O)CN2C(=O)NC(c3ccccc3)(c3ccccc3)C2=O)cc1
→ -9%	-5%	-2%	-7%	13%[2.33 µM]	-21%	12%	-18%	8%
> OCCNCc1ccc(OCc2ccc(Cl)cc2Cl)cc1
→ -13%	-9%	1%	-5%	2%[59 µM]	-9%	0%	?	2%
> COc1cccc(C(=O)N2CCN(C3CCN(Cc4ccccc4)CC3)CC2)c1OC
→ -7%	18µM*	-1%	-1%	?	0.79µM*	-2%	-22%	-1%
> CC(OC(=O)/C(C#N)=C/c1ccc(N(C)C)cc1)C(=O)N(C)c1ccccc1 (stereo not given)
→ 79µM*	3%	79µM*	·	-1%	10%	·	50µM*	24µM*
> COC(=O)[C@H](Cc1ccccc1)NC(=O)O[C@H]1C(=O)c2ccc(OC)cc2O[C@@H]1c1ccc2c(c1)OCO2
→ -14%	-5%	-1%	-3%&-2%	7%	-14%	?	17%	1%&-3%
> Cc1noc(C)c1S(=O)(=O)N(C)C[C@H]1Oc2c(NS(=O)(=O)c3cn(C)cn3)cccc2C(=O)N([C@H](C)CO)C[C@@H]1C
→ -8%	·	-16%	·	·	-10%	·	-2%	16%
> CCOc1ccc(NC(=O)CC2C(=O)N(c3cccc(OC)c3)C(=O)N2CCOC)cc1 (stereo not given)
→ 8%	-7%	-13%	-6%	-17%	-24%	1%	22%	-2%
> COc1ccc(C2C(C#N)=C(N)Oc3n[nH]c(-c4ccccn4)c32)c(OC)c1OC (stereo not given)
→ -9%	5%	-12%	2%	29%[59 µM]	-5%	17%	-5%	12%
> CCc1ccc(NC(=O)CSc2ccc(-c3cccnc3)nn2)cc1
→ -1%	1%	-2%	0%	·	-4%	3%	?	-5%
> CCOC(=O)CC1C(=O)NCCN1C(=O)c1ccc(Cl)cc1Cl (stereo not given)
→ -7%	1%	-11%	1%	2%	-8%	1%	40%[activator]	14%
> Cc1occc1C(=O)NNC(=O)c1nn(C)c(=O)c2ccccc12
→ -1%	-8%	-5%	-7%	4%	-14%	7%	26%	-3%
> COc1cc(O)c(C(CC(=O)N2CCN(c3ccccc3)CC2)c2cc(OC)c(OC)c(OC)c2)c(OC)c1 (stereo not given)
→ -12%	-36%	-2%&7%	-1%&-9%	-11%[59 µM]	-36%&-27%	3%	-13%&14%	12%&-1%

Compound profiles, as listed above.
`COc1ccc(C2C(C#N)=C(N)Oc3n[nH]c(-c4ccccn4)c32)c(OC)c1OC` (stereo not given) as listed: POLH inh: -9%; BAZ2B inh: 5%; Pol kappa inh: -12%; BLM inh: 2%; G9a inh: 29%[59 µM]; JMJD2A Tudor: -5%; Pol beta inh: 17%; POLI inh: -5%; APE1 inh: 12%
`O=C(CSc1nc(C2CCCCC2)nc2ccccc12)NCc1ccc2c(c1)OCO2` as listed: POLH inh: 3%; BAZ2B inh: 13%; Pol kappa inh: 6%; BLM inh: 2%; G9a inh: 13%; JMJD2A Tudor: -1%; Pol beta inh: 12%; POLI inh: -8%; APE1 inh: 11%

The results go on.
Fields – POLH inh	BAZ2B inh	Pol kappa inh	BLM inh	G9a inh	JMJD2A Tudor	Pol beta inh	POLI inh	APE1 inh
> O=C(N/N=C/C=C\c1ccco1)c1cccnc1
→ ?	-4%	79µM*	-4%	28µM*	-21%	19%	18µM*	-1%
> CCCc1cc(=O)oc2cc(C)cc(OCC(=O)O)c12
→ -11%	-6%	-28%	2%	-9%	-12%	-1%	-2%	1%
> COC(=O)[C@@H]1C[C@H]1[C@@H](NC(=O)c1cc(C)on1)c1ccccc1
→ -15%	·	4%	-3%	·	-5%	·	21%	-1%
> COc1ccccc1NC(=S)NNC(=O)c1nn(C)c(C)c1Br
→ -13%	-2%	-19%	8%	11µM*	-20%	37%	8%	-1%
> CSc1ccc(-c2ccco2)nn1
→ ?	-22%	-25%	?	32µM*	-3%	-9%	195%[activator]	1%
> CCCCc1nc(SCC(=O)N2CCCC2)c2c(=O)n(C)c(=O)n(C)c2n1
→ 4%	-13%	-13%	2%	16%	-21%	18%	46%[activator]	20%
> COc1cc(OC)cc(C(=O)NNC(=O)C2CSC3(C)CCC(=O)N23)c1 (stereo not given)
→ -6%	5%	0%	·	11%[12.7 µM]	-13%	·	14%	10%
> NC(=O)c1cccnc1Oc1cccc(Cl)c1
→ -8%	16%	-11%	-1%	1%[12.7 µM]	20µM*	16%	32%[activator]	4%
> Cc1cc(=O)[nH]c(N2CCCCC2)n1
→ -11%	·	-14%	·	·	-11%	·	15%	·
> Cc1ccc(NC(=O)C(C)Sc2nc3nc(C)cc(C)n3n2)cc1 (stereo not given)
→ -3%	-5%	-14%	·	22%[12.7 µM]	-15%	·	6%	-3%
> N/C(=N\OCC(=O)Nc1ccc(F)c(Cl)c1)c1ccccc1
→ -3%	·	-12%	·	·	-8%	·	30%[activator]	-8%
> CC1CCCCC1NC(=S)Nc1ccc(SC(F)F)cc1 (stereo not given)
→ -27%	-4%	-16%	-12%	111%[activator][59 µM]	11%	-1%	4%	4%
